Rad51 HR inh = Rad51 (human) homologous recombination inhibition | actives 0.085% (n = 200,000) | hRad51 DNA strand exchange, fluorescence dequenching | inhibition, % at 10 µM | AID 1385;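 active = inhibition above 40% at the single screening dose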;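 also: 0% = DMSO control wells and 100% = blanks with heterologous ssDNA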
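Test system: preformed human Rad51 ssDNA filaments; also added: Donor/quencher-labelled 47-bp dsDNA substrate; doses: 10 µM final, single point; times: 37 °C 15-min filament assembly, 30-min compound preincubation, 15-min exchange; detection: FRET fluorescence dequenching, excitation 485 nm, emission 520 nm; read-out basis: Fluorescence-based percent inhibition, control- and blank-normalised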
hK5 inh = kallikrein 5 (human) inhibition. recombinant hK5, fluorogenic AMC substrate cleavage. inhibition, % at 5 µM. AID 873. Q9Y337. actives 0.59% (n = 210,000);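 active = inhibition of 40% or more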;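 also: 0% = enzyme controls without compound and 100% = no-enzyme blanks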
Target sequence (Q9Y337 67-293 limits assumed): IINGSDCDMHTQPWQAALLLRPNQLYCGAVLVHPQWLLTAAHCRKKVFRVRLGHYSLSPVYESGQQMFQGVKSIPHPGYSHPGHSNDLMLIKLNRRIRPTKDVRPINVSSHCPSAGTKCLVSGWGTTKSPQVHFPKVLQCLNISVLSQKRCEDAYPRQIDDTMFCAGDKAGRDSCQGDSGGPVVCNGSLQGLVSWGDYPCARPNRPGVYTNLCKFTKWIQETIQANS
Furin inh = human furin inhibition | P09958 | actives 0.061% (n = 220,000) | inhibition, % at 30 µM | AID 463115 | purified furin, fluorogenic substrate cleavage; in the data active = inhibition above about 25%; also: inactives centre near -15
Target sequence (P09958 108-714 limits assumed): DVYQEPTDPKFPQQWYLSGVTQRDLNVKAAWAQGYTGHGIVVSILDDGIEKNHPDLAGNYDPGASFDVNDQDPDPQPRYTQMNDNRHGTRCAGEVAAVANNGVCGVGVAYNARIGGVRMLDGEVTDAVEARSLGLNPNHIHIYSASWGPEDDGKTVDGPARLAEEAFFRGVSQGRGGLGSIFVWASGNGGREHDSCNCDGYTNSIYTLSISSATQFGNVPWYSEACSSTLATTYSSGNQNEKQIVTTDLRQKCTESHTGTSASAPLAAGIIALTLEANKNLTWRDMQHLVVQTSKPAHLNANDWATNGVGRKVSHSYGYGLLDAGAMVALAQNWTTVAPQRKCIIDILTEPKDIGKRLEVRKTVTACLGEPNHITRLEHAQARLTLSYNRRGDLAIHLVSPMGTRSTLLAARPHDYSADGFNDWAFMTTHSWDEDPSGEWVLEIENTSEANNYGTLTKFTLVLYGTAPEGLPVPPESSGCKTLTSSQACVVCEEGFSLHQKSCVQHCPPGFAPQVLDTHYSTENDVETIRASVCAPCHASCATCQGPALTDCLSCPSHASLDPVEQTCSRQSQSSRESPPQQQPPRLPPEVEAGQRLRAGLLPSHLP
eIF4E-4G inh = eIF4E/eIF4G interaction inhibition in translation initiation; actives 0.37% (n = 220,000); inhibition, % at 21.7 µM; TR-FRET eIF4E-eIF4GI(517-606) binding, 2 h;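 also: 0% = full FRET control wells and 100% = background wells lacking eIF4GI fragment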
Cl transport mod = modulators of human KCC2 chloride dependent transport; Q9H2X9; B-score of Tl+ flux slope (higher = more flux/activation; lower = inhibition) at 10 µM; actives 2.2% (n = 190,000); KCC2 cells, thallium flux FluoZin-2 fluorescence; AID 1456;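 active = thallium flux slope and its plate-corrected score both differing from the plate sample mean at a set confidence after two filtering rounds, in either direction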;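 also: slope of fluorescence scaled to starting intensity during 10 to 20 s after thallium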
p47phox inh = p47phox (human) inhibition. P14598. p47phox/p22phox peptide binding, fluorescence polarization, 2 h. inhibition, % at 24.7 µM. actives 0.53% (n = 220,000). AID 1274;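 also: 0% = p47phox with labelled peptide and 100% = labelled peptide alone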
thrombin 1536 = thrombin (human) inhibition; actives 0.26% (n = 220,000); alpha-thrombin, Boc-VPR-AMC fluorogenic substrate cleavage; inhibition, % at 5 µM; P00734; AID 1046;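 active = inhibition at or above 40%; inactive = inhibition below 40%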;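 also: 0% = enzyme with no compound and 100% = wells without enzyme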
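System: human alpha-thrombin protein; Compound dosing: one concentration per compound, 5 µM, with 0.2% DMSO; Timing: reaction at room temperature; Technique: AMC fluorescence, 355/460 nm; Controls: enzyme without compound as high, wells lacking enzyme as low.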
14-3-3 Bad inh = disrupts binding of bovine 14-3-3 zeta to phospho-Bad peptide | P63103 | TR-FRET 14-3-3zeta/Dy647-pBad peptide displacement, 1 h | inhibition, % at 21.7 µM | actives 0.71% (n = 220,000);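 active = inhibition above about 70%, limit read from the data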;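 also: 0% = full 14-3-3 plus peptide FRET controls and 100% = background without 14-3-3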
EBV gp42 inh = inhibitors of Epstein-Barr virus glycoprotein 42 | Fluorescence polarization binding assay, mP read-out | Q1HVG2 | inhibition, % (tested at 21.74 µM) | AID 1085 | actives 0.42% (n = 220,000); in the data active = inhibition above about 50%
Target sequence (Q1HVG2 whole entry, looked up): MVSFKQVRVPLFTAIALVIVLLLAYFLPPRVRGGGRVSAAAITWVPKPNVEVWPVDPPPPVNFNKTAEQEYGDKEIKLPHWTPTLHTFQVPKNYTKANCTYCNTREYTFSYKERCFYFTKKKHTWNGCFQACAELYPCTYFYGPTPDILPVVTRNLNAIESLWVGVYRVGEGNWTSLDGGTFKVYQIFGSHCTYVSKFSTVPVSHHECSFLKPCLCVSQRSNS
Active calls of the source: *; . = no result given; [ ] = dose if it differs, or a comment.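 The calls were made as follows, unless noted: active = inhibition above about 30% (limit read from the data); inactive = the rest.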

SMILES	Rad51 HR inh	hK5 inh	Furin inh	eIF4E-4G inh	Cl transport mod	p47phox inh	thrombin 1536	14-3-3 Bad inh	EBV gp42 inh
O=C(O)c1ccc(S(=O)(=O)Cc2ccccc2)cc1	-4	-9	-20[20 µM]	15	-0.25	-6	3	19	-19
COc1cccc(/C=N/Nc2snc(SC)c2C#N)c1O	.	-9	-14	8	31*	-36	-1	13	-9
CCCOc1ccc(-c2nc(-c3ccc([N+](=O)[O-])cc3)cs2)cc1	11	-1	-12	1	2.3	-20	-7	-6	-12
Cc1nc(NCCO)c2nnn(Cc3ccccc3F)c2n1	-1	-30	-12	-14	.	11	-8	3	1
O=C(Nc1ccc(C(=O)N2CCCC2)cc1)c1ccc2c(c1)OCO2	-1	-24	-13[20 µM]	-9[fluorescence artefact?]	.	-28	4	-8[fluorescence artefact?]	-20
COc1cccc(-c2nnn(CC(=O)O)n2)c1	-5	-16	-11[20 µM]	-18[fluorescence artefact?]	-0.023	-2	-4	15[fluorescence artefact?]	-6
Cc1cc(=O)n(-c2ccc3ccccc3n2)[nH]1	-2	-48	-15[20 µM]	-13[fluorescence artefact?]	0.7	-6	-3	-6[fluorescence artefact?]	-9
CCCc1cc(N2CCCC(C(=O)Nc3ccc(OC)cc3OC)C2)n2ncnc2n1 (centres undefined)	-1	4	-20	0	-0.42	-3	0	8	1
CC1CCC(NC(=O)CCNC(=O)c2ccccc2)CC1 (centres undefined)	-30	-11	-17	-1	0.18	-2	-5	-5	-19
Cc1sc2nc(CSc3ccccc3)nc(N3CCOCC3)c2c1C	7	-21	-8	1	-0.59	-2	-8	-19[fluorescence artefact?]	-4
COC(=O)c1cc2c(cc1[N+](=O)[O-])OCO2	7	-3	-12	9	0.018	-2	-10	3	-6
Cc1onc(C(=O)NC(C)c2ccccc2)c1[N+](=O)[O-] (centres undefined)	-1	-10	-25	1	-0.21	-13	-2	5	-5
Cc1ccc([N+](=O)[O-])cc1NC(=O)C(C)N1CCCCC1 (centres undefined)	11	-10	-18	1	-0.15	-1	5	10	6
COC(=O)CCC(=O)OC1(C)C(=O)C=C2C=C(C3CC3)N(CCN3CCOCC3)C=C2C1=O (centres undefined)	3	1	-6	-4	1.2	-4	-4	0	-15
CCC(C)NC(=O)CCC(=O)Nc1ccc2nc(N3CCOCC3)cc(C)c2c1 (centres undefined)	6	1	-12	5	.	1	6	10	-15
O=C(CCCOc1ccc(Cl)cc1Cl)NCCCn1ccnc1	-7	-1	-14	-5	-1.6	-2	-4	-12	-18
O=C(CSc1ncccn1)NCCc1ccccc1	-6	-23	-18	2[fluorescence artefact?]	-0.56	-1	-2	2	-9
Cn1c(NCCc2ccccc2)cc(=O)n(C)c1=O	-3	3	-18	-3[fluorescence artefact?]	.	-10	-2	-1[fluorescence artefact?]	2
COc1cc(C(=O)Nc2ccccc2N2CCOCC2)ccc1OCc1c(C)noc1C	.	-15	-16	0	-0.78	-6	-7	2	-5
Cn1nc(C(C)(C)C)c(NC(=O)c2sccc2Cl)c1C(C)(C)C	18	-5	-9	1	0.17	-8	1	-4	-8
COc1ccc(NC(=S)N(CCN2CCOCC2)Cc2cc3cc4c(cc3[nH]c2=O)OCO4)cc1	11	6	-5	-1	-0.6	-4	-4	-3	-3
CN(C)C(=O)c1ccc2c(c1[N+](=O)[O-])C(=O)c1ccccc1C2=O	3	-2	-10	-20	-0.85	0	-3	16[fluorescence artefact?]	-2
O=C(O)c1ccc(OCC(F)(F)F)nc1	19	1	-13	-2	.	0	0	-1	-12
COc1ccc(-c2cc(-c3ccccc3)n3ncnc3n2)cc1	4	-228	-31	.	.	-11	-4	.	-25
N/C(=N\OC(=O)Oc1ccccc1)c1cccc([N+](=O)[O-])c1	0	-11	-7	1	0.8	-10	-5	-8	4

New compounds follow.
SMILES	Rad51 HR inh	hK5 inh	Furin inh	eIF4E-4G inh	Cl transport mod	p47phox inh	thrombin 1536	14-3-3 Bad inh	EBV gp42 inh
C=C(C)Cn1c(CCNC(=O)C(C)(C)C)nc2ccccc21	4	-18	-24	-3	-0.44	10	-5	-5[fluorescence artefact?]	7
C/C(=N/Oc1nc(C)cc(C)n1)c1ccccc1	-2	-5	-39[20 µM]	0[fluorescence artefact?]	0.11	-1	-4	0	-14
CCOc1ccc(Br)cc1S(=O)(=O)Nc1ccc(N2CCOCC2)cc1	-1	4	-13[20 µM]	0	2.1	-5	1	-6	-13
O=C(CCC(=O)NC1CCCCCC1)Nc1nnc(C(F)(F)F)s1	-13	-1	-8[20 µM]	5	-1.1	-14	1	-6	-7
O=C(Nc1ccn(-c2ccccc2)n1)c1ccccc1Br	2	-4	1	-3[fluorescence artefact?]	-3.1	1	6	10	-8
COc1ccc2c(c1)C(=NO)c1cc(OC)ccc1-2	-5	5	-12	-4	-0.016	-18	8	5[fluorescence artefact?]	9
COc1cccc(CC2CC(=O)N(CCc3ccc4c(c3)OCO4)C2=O)c1 (centres undefined)	4	-4	-17[20 µM]	.	0.16	7	-3	.	31
Cc1cc(/C=N/O)c(C)n1-c1ccccc1	.	-7	6	4	0.77	-9	-2	3	10
O=C(Nc1nccs1)c1ccccc1N=Cc1ccccc1	-6	-42	-9[20 µM]	2[fluorescence artefact?]	0.18	13	0	-8	-4
CC(=O)c1sc(Nc2nc(C)cc(C)n2)nc1C	6	3	4[20 µM]	-21	0.13	-11	3	-3	-8
CC(=O)NC(CC(=O)NCCN1C(=O)S/C(=C\c2ccccc2)C1=O)c1ccccc1 (centres undefined)	9	0	-19	-4	-0.61	-7	1	3	-6
COc1ccc(-c2noc(CSc3nnc(Cc4ccccc4)n3-c3ccc(Cl)cc3)n2)cc1	-8	-3	-3[20 µM]	-26	.	4	5	-15	-15
Cc1ccc2[nH]c(-c3ccccc3)cc(=O)c2c1	-10	2	-19	7	0.11	17	-3	6	8
CC(=O)c1sc(NC(=O)COc2ccc([N+](=O)[O-])cc2)nc1C	4	-1	-13	0	0.25	-20	-12	0	-11
O=C(Nc1nc(-c2ccc3c(c2)OCCO3)cs1)C1CCCC1	-5	-2	-8	5	-0.18	-24	-9	-8	-16
Cc1nn(C)cc1-c1n[nH]c(=S)n1-c1ccc(Cl)cc1	.	-16	-12	3[fluorescence artefact?]	-0.38	0	-4	-8[fluorescence artefact?]	-12
CC1Cc2ccccc2N1C(=S)Nc1ccc(S(N)(=O)=O)cc1 (centres undefined)	13	-22	-13	6	1.9	-1	-1	-22	-1
COc1ccc(NC(=O)CSc2nc3c(c(=O)n2-c2ccc(F)cc2)SCC3)c(OC)c1	-3	-19	-12[20 µM]	-6	-0.4	-17	-4	0	-13
FC(F)Sc1ccc(-n2c(-c3ccc(Cl)cc3)c[n+]3c2CCC3)cc1	.	2	-12	5	-0.046	.	-2	-6	-3
CCON1C(=O)CN(C(=O)OC)C1c1ccc(Cl)cc1Cl (centres undefined)	3	-7	-8[20 µM]	5	0.11	-13	1	-1[fluorescence artefact?]	-6
COC(=O)c1ccccc1NC(=O)c1ccccc1N(C)S(=O)(=O)c1ccccc1	-5	-6	-7	4	0.93	-8	-11	8	-4
CC1CCN(c2c(NCC3CCC(C(=O)N4CCCCC4)CC3)c(=O)c2=O)CC1 (centres undefined)	10	1	-2	-4	0.61	-9	2	4[fluorescence artefact?]	-5
CCc1ccc(-n2c(Cn3nc(C(F)(F)F)cc3C)n[nH]c2=S)cc1	2	-6	6[20 µM]	-6	0.2	-11	-9	-5	-16
COc1ccc(Oc2ccccc2C#N)cc1	16	-10	-12	4	0.088	-5	5	-3	-17
Cc1cc(C(=O)CSc2nnc(-c3cccc(F)c3)n2N)c(C)n1Cc1ccc2c(c1)OCO2	-5	-4	-7	-39	.	-37	9	36	-1

An excerpt from above in order of SMILES length, descending.
SMILES	Rad51 HR inh	hK5 inh	Furin inh	eIF4E-4G inh	Cl transport mod	p47phox inh	thrombin 1536	14-3-3 Bad inh	EBV gp42 inh
COc1ccc(NC(=O)CSc2nc3c(c(=O)n2-c2ccc(F)cc2)SCC3)c(OC)c1	-3	-19	-12[20 µM]	-6	-0.4	-17	-4	0	-13
CCc1ccc(-n2c(Cn3nc(C(F)(F)F)cc3C)n[nH]c2=S)cc1	2	-6	6[20 µM]	-6	0.2	-11	-9	-5	-16
COc1cccc(CC2CC(=O)N(CCc3ccc4c(c3)OCO4)C2=O)c1 (centres undefined)	4	-4	-17[20 µM]	.	0.16	7	-3	.	31
CC1Cc2ccccc2N1C(=S)Nc1ccc(S(N)(=O)=O)cc1 (centres undefined)	13	-22	-13	6	1.9	-1	-1	-22	-1
O=C(Nc1nc(-c2ccc3c(c2)OCCO3)cs1)C1CCCC1	-5	-2	-8	5	-0.18	-24	-9	-8	-16
C=C(C)Cn1c(CCNC(=O)C(C)(C)C)nc2ccccc21	4	-18	-24	-3	-0.44	10	-5	-5[fluorescence artefact?]	7
O=C(Nc1ccn(-c2ccccc2)n1)c1ccccc1Br	2	-4	1	-3[fluorescence artefact?]	-3.1	1	6	10	-8
C/C(=N/Oc1nc(C)cc(C)n1)c1ccccc1	-2	-5	-39[20 µM]	0[fluorescence artefact?]	0.11	-1	-4	0	-14
COc1ccc(Oc2ccccc2C#N)cc1	16	-10	-12	4	0.088	-5	5	-3	-17

Remaining list, next part.
SMILES	Rad51 HR inh	hK5 inh	Furin inh	eIF4E-4G inh	Cl transport mod	p47phox inh	thrombin 1536	14-3-3 Bad inh	EBV gp42 inh
CN(c1ccccc1)S(=O)(=O)c1ccc(C(=O)Nc2nnc(C3CC3)o2)cc1	-1	1	-7	-2	-1.3	-78	5	-17	-13
Fc1ccc(N/N=C/c2cccnc2)c(F)c1	1	-1	-1	-6	0.12	-6	-11	-7	-19
CCC1=NC(c2ccccc2OC)N(O)C1(C)C (centres undefined)	6	15	-22	6	-0.063	-10	1	-6	2
COc1ccccc1NC(=O)CSc1c2c(nc3ccccc13)CCC2	.	-7	-10	-2	0.028	-10	1	-22	-16
COCc1cc(C)nc2sc(C(=O)N3CCCC3)c(N)c12	4	-9	-22[20 µM]	-6	0.29	-5	0	-8[fluorescence artefact?]	-12
COc1ccccc1CNC(=O)CNC(=O)c1cn(-c2ccccc2OC)c(=O)c2ccccc12	-2	2	-29	-3	.	7	18	-16	-9
O=C(COC(=O)c1cc(S(=O)(=O)N2CCCC2)ccc1O)Nc1ccc(S(=O)(=O)N2CCOCC2)cc1	8	-6	-11	3	0.91	6	-6	6	-3
CCCn1nc(NC(=O)c2cccs2)c2cc3ccc(C)cc3nc21	25	-2	-20	-1	0.026	-20	-4	-10	4
CC(=O)NNS(=O)(=O)c1ccc(-c2cc(C(F)(F)F)n(C)n2)s1	.	-2	11	5	1.2	-13	-7	-1	-10
Nc1ccc(-c2nc3cc(N)ccc3s2)cc1	2	-2	-240	1	.	-14	-16	-2	-12
COc1ccc(C(=O)NCc2nnc(SC)n2C2CCCCC2)cc1	2	-8	-14	-2	-0.24	-15	-2	8	-23
O=C(c1ccc2c(c1)OCO2)N1CCC2(CC1)Oc1ccc(Cl)cc1C(=O)C21CC(c2cccnc2)=NO1 (centres undefined)	-2	0	-22	-1	-0.62	-1	0	-4	-4
COc1ccc(NC(=O)C(C)NS(=O)(=O)c2ccc(NC(C)=O)cc2)cc1Cl (centres undefined)	-2	4	-2[20 µM]	3	0.085	-9	-6	2[fluorescence artefact?]	2
CCN(C(=O)COC(=O)c1cc(-c2cccs2)nc2ccccc12)C1CCS(=O)(=O)C1 (centres undefined)	8	-2	-28	0	0.052	-15	-15	-14	-11
O=C1/C(=N/n2cnnc2)c2ccccc2N1Cc1ccccc1	-2	6	-26	9	0.61	-13	-4	-2	-27
COc1ccc(-c2nn(-c3ccccc3)cc2/C=N/NC(=S)NC(C)C)cc1OC	-30	-9	-14	0[fluorescence artefact?]	-0.93	-13	-4	-4	-11
